DDE Tn7 FP inh – disrupts Tn7 cyclic peptide binding to fibrin D-Dimer-E complex; inhibition, % at 8.3 µM; FP displacement of FITC-Tn7 peptide from fibrin DD(E); 0% = median of compound wells per plate; 370,000 tested, 0.13% active; P02675;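 active = inhibition above the mean of compounds falling within the control limits plus 3 SD of them, cut at about 14% in these data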;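 note: 0% = plate median of compound wells and 100% = 10 µM Aha-Tn7 peptide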
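Assay system: Human fibrin DD(E) protein | Medium: Tris buffer with calcium and detergent, pH 7.8 | Reagent: 0.1 µM fluorescent Tn7 | Compound dosing: Single point at 8.3 µM | Times: 10 min preincubation, 3 h with tracer, room temperature | Detection: Fluorescence polarization of the labelled Tn7 tracer | Controls: Aha-Tn7 high control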
ARFGAP1 inh – inhibits rat ARF GTPase activating protein 1; AID 651572; 360,000 tested, 0.26% active; inhibition, % at 16.5 µM; Q62848; Arfgap1-stimulated ARF1 GTP hydrolysis, GDP FP detection;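 active = inhibition above a per-plate limit, mean inhibition of low control wells plus 3 SD, cut at about 25% in these data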;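 note: 0% = DMSO wells with enzyme and 100% = wells lacking Arfgap1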
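Material: rat Arfgap1 GAP domain (His6, aa 1-136), purified enzyme. Also added: human ARF1(Δ1-17)-GTP substrate. Compound dosing: 16.5 µM single point, 1.26% DMSO. Timing: enzyme reaction 120 min at 25 °C after 20 min preincubation. Signal: GDP detection by fluorescence polarization. Read-out basis: percent inhibition of GAP-stimulated GDP formation, scaled between DMSO and no-Arfgap1 medians.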
KLK7 zymogen act – activators of human kallikrein-7 zymogen | P49862 | purified proKLK7, EDANS-DABCYL substrate fluorescence; 100% is mature enzyme control, 0% vehicle | activation, % at 7 µM | 370,000 tested, 0.9% active;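 active = activation above the mean of all tested compounds plus 3 SD, computed per campaign excluding outliers beyond control limits, cut at about 13% in these data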
PLCg1 inh – PLC-gamma1 (human) inhibition, primary screen; P19174; inhibition, % at 12.2 µM; purified PLC-gamma1, fluorogenic substrate, fluorescence; 370,000 tested, 0.84% active; in the data active = inhibition above about 9.5%
UHRF1 MBD2 ctr – blocks human UHRF1 binding to methylated DNA | Q96T88 | UHRF1 binding to methylated oligo, TR-FRET | inhibition, % at 4.4 µM | 370,000 tested, 0.75% active | AID 687016; in the data active = inhibition above about 21%;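 note: UHRF1 SRA domain binding a hemimethylated CpG hairpin DNA probe; 0% = median of test compound wells and 100% = reference inhibitor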
sPLA2-III inh – Inhibits HGIII-sPLA2 liposome hydrolysis, primary screen; Q9NZ20; QFRET BODIPY PC-A2 liposome hydrolysis, fluorescence; inhibition, % at 12.2 µM; 370,000 tested, 0.56% active; AID 743126;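 active = inhibition above mean plus 3 SD of compounds lying within the high and low control bounds, cut at about 19% in these data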;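 note: 0% = median of test compound wells and 100% = no enzyme DMSO wells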
DDE Tn6 FP inh – inhibitors of Tn6 peptide binding to human fibrin DD(E); P02675; AID 720509; Fibrin DD(E) TRITC-Tn6 fluorescence polarization displacement; inhibition, % at 8.3 µM; 370,000 tested, 0.21% active;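 active = inhibition above a per-campaign cutoff: mean of compounds within control limits plus 3 SD, cut at about 15% in these data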;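 note: 0% = median of all compound wells on the plate and 100% = blocking peptide control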
ASAP1 GAP inh – blocks human ASAP1-stimulated Arf1 GTP hydrolysis | Q9ULH1 | GDP FP detection | inhibition, % at 16.5 µM | 360,000 tested, 0.19% active; in the data active = inhibition above about 25%;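 note: 0% = vehicle with enzyme and substrate and 100% = no enzyme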
NR1D1 modulator – modulators of human Rev-erb alpha DNA binding. P20393. Rev-erbα–FITC-DNA binding, fluorescence polarization, 90 min. activity, % at 10 µM. 370,000 tested, 0.79% active;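 active = activity above about 14%, limit read from the data; passing the limit was not always enough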;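 note: 0% = DMSO wells with 35 nM protein and 100% = DMSO wells with 750 nM protein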
PLCb3 inh – PLC-beta3 (human) inhibition, primary screen. Q01970. Purified PLC-beta3, fluorogenic substrate, fluorescence. inhibition, % at 12.2 µM. 370,000 tested, 0.18% active; in the data active = inhibition above about 11%;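 note: 0% = median of compound wells on plate and 100% = full blocker control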
Target sequence (Q01970 whole entry, looked up): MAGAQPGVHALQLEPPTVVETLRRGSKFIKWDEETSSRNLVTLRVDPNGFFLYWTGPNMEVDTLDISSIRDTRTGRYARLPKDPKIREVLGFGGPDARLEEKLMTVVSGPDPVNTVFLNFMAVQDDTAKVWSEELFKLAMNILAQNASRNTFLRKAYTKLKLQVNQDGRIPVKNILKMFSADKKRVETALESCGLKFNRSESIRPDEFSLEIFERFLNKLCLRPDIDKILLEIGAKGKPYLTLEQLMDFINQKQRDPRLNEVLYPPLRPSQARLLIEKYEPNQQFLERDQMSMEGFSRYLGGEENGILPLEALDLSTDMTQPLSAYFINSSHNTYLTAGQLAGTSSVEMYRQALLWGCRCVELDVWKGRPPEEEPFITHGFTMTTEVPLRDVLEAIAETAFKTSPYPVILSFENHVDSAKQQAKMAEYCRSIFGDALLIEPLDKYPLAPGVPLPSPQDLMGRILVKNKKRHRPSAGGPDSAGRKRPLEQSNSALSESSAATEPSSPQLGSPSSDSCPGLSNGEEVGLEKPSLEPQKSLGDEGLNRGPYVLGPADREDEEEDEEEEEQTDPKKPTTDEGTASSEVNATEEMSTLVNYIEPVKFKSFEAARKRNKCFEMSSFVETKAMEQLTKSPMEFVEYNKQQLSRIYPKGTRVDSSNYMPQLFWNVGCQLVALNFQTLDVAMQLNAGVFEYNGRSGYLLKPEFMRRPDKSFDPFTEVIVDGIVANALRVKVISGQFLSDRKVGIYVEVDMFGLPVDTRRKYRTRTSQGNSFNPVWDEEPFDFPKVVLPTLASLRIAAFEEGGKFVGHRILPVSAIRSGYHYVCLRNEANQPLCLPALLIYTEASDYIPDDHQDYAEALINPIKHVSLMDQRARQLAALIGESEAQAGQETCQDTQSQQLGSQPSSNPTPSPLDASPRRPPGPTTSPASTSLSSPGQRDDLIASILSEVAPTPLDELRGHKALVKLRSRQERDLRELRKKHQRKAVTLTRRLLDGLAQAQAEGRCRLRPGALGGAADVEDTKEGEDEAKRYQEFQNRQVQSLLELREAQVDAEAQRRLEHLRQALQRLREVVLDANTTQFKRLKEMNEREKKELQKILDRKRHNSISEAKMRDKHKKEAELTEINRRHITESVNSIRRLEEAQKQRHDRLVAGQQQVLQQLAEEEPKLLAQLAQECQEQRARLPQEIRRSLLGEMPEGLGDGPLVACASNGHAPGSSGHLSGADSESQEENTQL
Starred values were filed as active, the others as inactive; / = not tested or not shown. Compounds were not picked by outcome. About 4.5% of those tested had a hit in this group.

NR1D1 modulator	sPLA2-III inh	DDE Tn6 FP inh	ASAP1 GAP inh	PLCg1 inh	DDE Tn7 FP inh	ARFGAP1 inh	PLCb3 inh	KLK7 zymogen act	UHRF1 MBD2 ctr	Molecule
3	-7	-5	3	-70	0	7	-105	-2.0	-4	COc1ccc(-c2cnc3c(NC=O)cc(-c4cccc(NS(C)(=O)=O)c4)cn23)cc1OC
1	4	-4	-5	3	-6	-5	-1	-0.3	0	Cc1ccc(S(=O)(=O)N2CCCC(C(=O)NC3CCCC3)C2)cc1Cl (configuration not stated)
5	1	-1	3	3	-1	13	5	0.1	0	Nc1c(-c2cccc(Cl)c2)cnn1-c1cccc([N+](=O)[O-])c1
-6	-2	4	-5	-2	5	-9	-11	0.0	-1	CCCCC1CCC(C(=O)N(CC(C)C)c2c(N)n(Cc3ccccc3)c(=O)[nH]c2=O)CC1 (configuration not stated)
-2	0	-4	-2	0	-2	5	4	0.2	17	O=Cc1ccc(Oc2cnccn2)cc1
4	8	7	3	2	5	-8	-4	-0.2	-3	Cc1ccc(C)c(NC(=O)COC(=O)c2ccc(S(=O)(=O)N3CCCCC3)cc2)c1
7	-1	3	10	2	-3	-14	-5	0.1	0	Nc1ccc(C(=O)N2CCCC2)cc1
2	11	2	1	1	-4	7	-5	-0.9	1	OCCNCCSc1nc(C2CCCCC2)n(-c2ccccc2Cl)n1
1	-9	-3	-1	0	-1	-13	0	-0.6	0	O=C(NC(Cc1c[nH]c2ccccc12)C(=O)NCCCN1CCOCC1)c1cccs1 (configuration not stated)
-2	-1	1	11	-26	-8	14	-26	0.2	-5	O=C(O)COc1ccccc1/C=N/NC(=O)/C(=C\c1ccc2c(c1)OCO2)NC(=O)c1ccccc1
4	1	-7	-11	4	-1	0	-8	0.2	1	Cc1cc(C)c(C)c(S(=O)(=O)N2CCN(C(=O)c3ccccn3)CC2)c1C
1	6	9	-15	1	4	-1	0	0.5	-3	Cc1ccc(NC(=O)c2ccccc2)cc1C
-2	0	-6	-4	0	-1	10	-2	-0.7	-2	CCN(CC)c1nc(Oc2ccc(C(=O)NN)cc2)nc(Oc2ccc(C(=O)NN)cc2)n1
-2	1	3	7	-1	-1	1	4	-0.6	-4	C/C(=N/NC(=O)CNC(=O)c1cccc(F)c1)c1ccc2c(c1)CCCC2
-2	-5	-6	-2	-1	-7	-2	0	-0.3	-2	CN1CCCCC(NC(=O)C(C)(C)C)C1=O (configuration not stated)
2	0	5	-3	3	-5	-5	-4	0.0	-2	CCOc1ccc(C(=O)NCC(=O)N2CCC3(CC2)NCCc2[nH]cnc23)cc1
5	-1	2	17	3	-4	-5	-5	0.5	-1	COc1ccc(C(=O)NC(C)c2nccs2)cc1OC1CCN(C(C)C)CC1 (configuration not stated)
-2	-6	3	-5	-6	10	-1	-6	-0.6	0	CCCCc1c(-c2ccccc2OC)ncn1Cc1c(F)cccc1F
-2	4	-2	-6	3	4	-9	4	-0.4	-3	O=C1CC(c2ccc(S(=O)(=O)N3CCCCC3)cc2)CN1 (configuration not stated)
4	1	3	7	-6	-2	20	-13	-0.4	4	COC(=O)c1sc2ccc(C)cc2c1C(=O)OC
5	1	-6	-4	-1	1	5	1	-0.4	1	CCOC(=O)C(NCc1ccccc1OC)(NC(=O)CC)C(F)(F)F (configuration not stated)
0	1	-1	1	2	6	9	-1	-0.1	0	CC1(c2ccc(OC(F)F)cc2)NC(=O)N(CC(=O)NC2CCCC2)C1=O (configuration not stated)
9	2	-3	-14	3	-13	-4	-2	0.2	1	CCOC(=O)c1cnc2c(c(C)nn2C)c1Oc1ccc(Cl)cc1
1	2	-4	-1	0	-2	1	2	-0.5	-1	O=C(O)CC1C(=O)OCN1C(=O)OCc1ccccc1 (configuration not stated)
-8	-2	0	-11	-25	-1	17	-38	0.8	1	O=C(NCCc1ccc(Cl)cc1)C1CCN(c2cnccn2)CC1
-3	8	6	-6	2	-5	2	1	0.3	2	Cc1ccc2c(c1)N(C(=O)CCC(=O)NCCCN1CCC(Cc3ccccc3)CC1)CCO2
1	-6	4	1	-17	-4	13	-30	-1.8	3	COc1ccc(-c2cc(=O)oc3c(C)c(OC(C)C(=O)Nc4ccc(CN5CCOCC5)cc4)ccc23)cc1 (configuration not stated)
-1	4	2	-5	-3	5	1	-10	1.0	-3	CCc1n[nH]c(=S)n1/N=C/c1ccc(N(CC)CC)cc1
1	2	1	-1	-6	5	0	-9	0.5	-2	NNC(=O)c1nc(-c2cccc(-n3cccc3)c2)no1
4	9	0	-3	2	4	-11	-7	0.0	2	CC(C)CNC(=O)C1(C)CCCN1C(=O)c1cccnc1Oc1ccccc1 (configuration not stated)
5	-7	1	-8	-1	8	-6	-4	0.1	1	CN(C)c1ccc(P(=O)(OCc2ccccc2)C(O)c2ccccc2F)cc1 (configuration not stated)
-3	-1	1	-5	-1	-4	-4	-5	0.2	1	CC1=C(C)CC(C(=O)c2ccccc2)C(C(=O)O)C1 (configuration not stated)
3	14	-6	-12	2	-1	27*	-11	0.4	7	COc1cc(C(C#N)N2CCC(c3ccccc3)=N2)ccc1O (configuration not stated)
-1	4	6	16	-6	-1	4	-12	-5.1	-7	Cc1nnc(N2C(=O)c3cccc4cccc(c34)C2=O)s1
-4	4	0	/	7	-7	/	6	-0.5	1	O=C(C1CCCO1)N1CCN(C2=Nc3ccccc3Sc3ccccc32)CC1 (configuration not stated)
-3	6	3	5	1	8	1	3	-0.8	4	CCCOc1ccc(N2C(=O)CC(N(Cc3ccc(S(N)(=O)=O)cc3)C(=O)CC)C2=O)cc1 (configuration not stated)
2	-8	8	1	-37	5	1	-45	-0.2	-1	CC(=O)c1cccc(-n2c(CCC(=O)O)ccc2-c2cccs2)c1
8	1	-1	-9	4	-4	-9	9	0.5	6	Cc1cc(NC(=O)CSc2nc3c(sc4ccccc43)c(=O)n2CCc2ccccc2)n[nH]1
2	-14	2	-5	1	7	4	3	-0.1	-1	Cc1nc(SCC(=O)Nc2ccc(OCc3ccccc3)cc2)n[nH]1
1	1	-6	12	-47	-7	2	-73	0.5	-3	COc1ccc(C2=CN(Cc3ccccc3)C(c3ccc(OC)cc3)CC2=O)cc1 (configuration not stated)
0	-120	11	-2	-24	48*	2	-30	2.1	-4	COc1ccc(NC(=O)NS(=O)(=O)c2ccc(C)cc2)cn1
-8	9	-1	/	-2	-1	/	0	-0.2	7	COc1ccc(C[N+]2=C(N)NC3=C(C)Cn4c(=O)n(-c5ccccc5)c(=O)n4C3C2)c(OC)c1 (configuration not stated)
1	5	-3	8	2	-3	4	-6	0.0	3	COc1cccc(CNC(=O)Cn2nc(C)c3c(C)n(-c4ccc(C)cc4)nc3c2=O)c1OC
-4	3	-5	-1	-248	-5	-6	-327	3.6	-2	COc1cc(/C=C/c2cccc[n+]2C)ccc1OCC(=O)Nc1ccccc1C
-6	3	6	15	0	5	-3	-2	0.3	-1	O=C(Cn1c2[n+](c3ccccc31)CC(O)CS2)c1ccccc1 (configuration not stated)
-4	6	-6	7	5	-5	11	3	-0.3	2	Cc1c(NC(=O)CNCc2ccc3c(c2)OCO3)c(=O)n(-c2ccccc2)n1C
4	19*	-9	4	-6	2	11	-7	-1.1	1	C/C(=N\NC(=S)NCc1ccccc1)c1ccc2ccccc2c1
6	3	2	1	-2	-1	-9	0	1.2	0	C[C@H]1CN([C@@H](C)CO)C(=O)CCCn2cc(nn2)CO[C@@H]1CN(C)C(=O)Nc1cccc(F)c1
-9	-8	-2	-9	-1	5	-1	-4	-0.1	-2	COC(=O)Cc1[nH]nc2c1C(C1C=CCCC1)C(C#N)=C(N)O2 (configuration not stated)
4	12	-3	-5	-5	-8	12	-11	0.4	0	C/C(=N\NC(=O)c1c(C)nc2ccccn12)c1ccc(O)cc1O
-2	-5	0	8	1	-2	-11	3	0.2	1	CCCNC(=O)C1(C)CCCN(C(=O)c2oc3ccccc3c2C)C1 (configuration not stated)
2	-12	-3	1	-2	1	-6	0	-0.1	-1	C=CCn1c(SCC(=O)Nc2ccc3c(c2)OCO3)nnc1-c1ccccc1O

14 structures already listed, sorted by count of non-hydrogen atoms, lowest first:
NR1D1 modulator	sPLA2-III inh	DDE Tn6 FP inh	ASAP1 GAP inh	PLCg1 inh	DDE Tn7 FP inh	ARFGAP1 inh	PLCb3 inh	KLK7 zymogen act	UHRF1 MBD2 ctr	Molecule
7	-1	3	10	2	-3	-14	-5	0.1	0	Nc1ccc(C(=O)N2CCCC2)cc1
-2	-5	-6	-2	-1	-7	-2	0	-0.3	-2	CN1CCCCC(NC(=O)C(C)(C)C)C1=O (configuration not stated)
1	6	9	-15	1	4	-1	0	0.5	-3	Cc1ccc(NC(=O)c2ccccc2)cc1C
1	2	1	-1	-6	5	0	-9	0.5	-2	NNC(=O)c1nc(-c2cccc(-n3cccc3)c2)no1
5	1	-1	3	3	-1	13	5	0.1	0	Nc1c(-c2cccc(Cl)c2)cnn1-c1cccc([N+](=O)[O-])c1
-9	-8	-2	-9	-1	5	-1	-4	-0.1	-2	COC(=O)Cc1[nH]nc2c1C(C1C=CCCC1)C(C#N)=C(N)O2 (configuration not stated)
9	2	-3	-14	3	-13	-4	-2	0.2	1	CCOC(=O)c1cnc2c(c(C)nn2C)c1Oc1ccc(Cl)cc1
2	11	2	1	1	-4	7	-5	-0.9	1	OCCNCCSc1nc(C2CCCCC2)n(-c2ccccc2Cl)n1
-2	1	3	7	-1	-1	1	4	-0.6	-4	C/C(=N/NC(=O)CNC(=O)c1cccc(F)c1)c1ccc2c(c1)CCCC2
5	-1	2	17	3	-4	-5	-5	0.5	-1	COc1ccc(C(=O)NC(C)c2nccs2)cc1OC1CCN(C(C)C)CC1 (configuration not stated)
2	-12	-3	1	-2	1	-6	0	-0.1	-1	C=CCn1c(SCC(=O)Nc2ccc3c(c2)OCO3)nnc1-c1ccccc1O
1	1	-6	12	-47	-7	2	-73	0.5	-3	COc1ccc(C2=CN(Cc3ccccc3)C(c3ccc(OC)cc3)CC2=O)cc1 (configuration not stated)
-6	-2	4	-5	-2	5	-9	-11	0.0	-1	CCCCC1CCC(C(=O)N(CC(C)C)c2c(N)n(Cc3ccccc3)c(=O)[nH]c2=O)CC1 (configuration not stated)
6	3	2	1	-2	-1	-9	0	1.2	0	C[C@H]1CN([C@@H](C)CO)C(=O)CCCn2cc(nn2)CO[C@@H]1CN(C)C(=O)Nc1cccc(F)c1

Screens (PubChem)
